ALOX12 inh = ALOX12 (human) lipoxygenase inhibition; Potency, µM (titrated, usually from 108 µM), for the others: top-dose activity change, negative = inhibition, actives largely listed as inhibitors; 580,000 compounds, 1.1% hits; P18054; purified 12hLO, xylenol orange hydroperoxide absorbance; AID 1671190; active = well fitted inhibition curve with a large enough effect; inconclusive = small, poorly fitted or top-dose-only effect, or another doubt; inactive = no such curve, though single readings can be large or run the other way
Target sequence (P18054 whole entry, looked up): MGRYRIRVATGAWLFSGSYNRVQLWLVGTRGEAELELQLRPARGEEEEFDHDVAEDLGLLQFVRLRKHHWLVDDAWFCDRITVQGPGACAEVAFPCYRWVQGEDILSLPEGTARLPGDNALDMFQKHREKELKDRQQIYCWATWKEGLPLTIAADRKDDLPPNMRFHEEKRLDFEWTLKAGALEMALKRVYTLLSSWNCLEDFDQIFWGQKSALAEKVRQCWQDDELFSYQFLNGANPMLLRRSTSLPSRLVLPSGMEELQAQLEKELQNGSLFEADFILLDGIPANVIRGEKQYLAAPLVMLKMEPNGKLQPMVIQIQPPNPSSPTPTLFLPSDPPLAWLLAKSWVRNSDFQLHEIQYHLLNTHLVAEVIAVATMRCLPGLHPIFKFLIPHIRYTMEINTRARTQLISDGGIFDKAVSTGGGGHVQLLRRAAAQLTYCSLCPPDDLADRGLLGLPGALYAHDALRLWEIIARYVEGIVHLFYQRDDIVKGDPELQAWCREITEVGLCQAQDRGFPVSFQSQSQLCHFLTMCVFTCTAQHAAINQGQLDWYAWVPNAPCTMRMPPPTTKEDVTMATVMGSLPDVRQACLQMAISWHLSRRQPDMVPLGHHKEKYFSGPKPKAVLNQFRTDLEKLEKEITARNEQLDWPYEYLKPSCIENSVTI
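Purified human 12hLO at 150 nM in 25 mM Hepes, 0.01% Triton X-100, pH 7.0, preincubated 15 min at room temperature with compound. Reaction started with 40 uM arachidonic acid, 30 min at room temperature. Hydroperoxide measured by Fe-xylenol orange, 573/405 nm absorbance ratio.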
An asterisk follows results filed as active; ? = inconclusive; [ ] = dose if it differs, or a comment. % is scaled to controls: 0 for no effect and ±100 for the full control effect; potency is read from the fitted curve at half-maximal effect. This is a subset; rates above refer to the full screens.

SMILES	ALOX12 inh
CC(=O)OCC(=O)[C@@]1(O)CCC2C3CCC4=CC(=O)CC[C@]4(C)C3[C@@H](O)C[C@@]21C (stereo partly drawn)	-12%[22.9 µM]
CSc1ccccc1-c1nc(C2CCOC2)no1 (stereo not drawn)	22%
CCN1CCN(CCOc2ccc3c(=O)c(-c4ccc(Cl)cc4)coc3c2)CC1	18µM*
COc1ccc2cc(S(=O)(=O)c3cc(C)cc(C)c3)c(=O)oc2c1	-50%
O=C(COc1ccc(F)cc1)Nc1ccc(-c2nc3ccccc3o2)cc1	-17%
CCNC(=O)O[C@@H]1CO[C@H]2[C@@H]1OC[C@@H]2NS(=O)(=O)c1ccc2ccccc2c1	10%[176 µM]
COc1ccccc1-c1nnc2ccc(SCc3ccco3)nn12	?
COc1ccc(-c2cc(N3CCC(NC(=O)c4cccc(C#N)c4)CC3)n[nH]2)cc1	33%
COc1ccc(Sc2nn3c(=O)cc(C)nc3s2)cc1	44%[activator]
Cc1ccc(C)n1C1C(=O)N(Cc2ccc(C(F)(F)F)cc2)c2ccc(Cl)cc21 (stereo not drawn)	10µM*
CCCCn1cnc2c1c(=O)n(CC(=O)Nc1cccc(Cl)c1)c(=O)n2CC(C)C	?
Cc1nc2cc(NS(=O)(=O)c3ccc(F)cc3F)ccc2o1	-8%

Next section (6 carried over from the part before).
SMILES	ALOX12 inh
COc1ccccc1-c1nnc2ccc(SCc3ccco3)nn12	?
COc1ccc(-c2cc(N3CCC(NC(=O)c4cccc(C#N)c4)CC3)n[nH]2)cc1	33%
COc1ccc(Sc2nn3c(=O)cc(C)nc3s2)cc1	44%[activator]
Cc1ccc(C)n1C1C(=O)N(Cc2ccc(C(F)(F)F)cc2)c2ccc(Cl)cc21 (stereo not drawn)	10µM*
CCCCn1cnc2c1c(=O)n(CC(=O)Nc1cccc(Cl)c1)c(=O)n2CC(C)C	?
Cc1nc2cc(NS(=O)(=O)c3ccc(F)cc3F)ccc2o1	-8%
O=C(Cn1nc2c(cc1=O)CCCCC2)Nc1ccc(F)cc1	-13%
COc1cccc(CN2CCC3(CCC(CNC(=O)c4ccccc4)O3)CC2)c1 (stereo not drawn)	-2%
COC[C@@H]1CN(C(=O)c2ccc(F)c(F)c2)C[C@H]1C(N)=O	20%
O=C(CNc1ccc(S(=O)(=O)N2CCCC2)cc1)N1CCN(C(=O)c2cccs2)CC1	10%
CCCn1nc(C(=O)NCCC(=O)N2CCCC2)c2ccccc2c1=O	31%
COCc1cc(N2CCNC[C@@H]2C)ccc1N1CCS(=O)(=O)CC1	-27%
O=C(c1cc2c(s1)CN(C1CCCC1)C2)N1CCCN(c2ncccn2)CC1	449%[activator]
CCNC(=O)N[C@H]1CO[C@H]2[C@@H]1OC[C@@H]2n1nnnc1Oc1ccccc1	8%[176 µM]
O=C1CCC2(CCCO2)CCN1Cc1ccc(C(F)(F)F)cc1 (stereo not drawn)	25%
Cn1ccnc1CN1C[C@H]2CN(C(=O)C3CC3)CCN2C1=O	-2%[176 µM]
Cc1ccc(S(=O)(=O)N2CCN(CCNC(=O)c3ccccc3C(F)(F)F)CC2)cc1	107%[activator]
COC(=O)c1c(NC(C)=O)c2cc(NC(C)CC(C)(C)O)cnc2n1CCc1ccc(OC)cc1 (stereo not drawn)	0%
O=C(NCc1ccc(F)cc1)c1nc(-c2cc(Cl)cc(Cl)c2)c2ccccn12	27%
COC(=O)C1CCCCN1Cc1ccc2c(c1)CN(Cc1cc(OC)c3c(c1)OCO3)CCO2 (stereo not drawn)	-25%
COc1ccc(C(=O)COC(=O)Cc2ccc(Cl)cc2Cl)cc1	?
COc1ccc(C(=O)NCCn2c(C)cnc2-c2ccccc2)cn1	16%
CCONC(=O)C(C)NC(=O)OCc1ccccc1 (stereo not drawn)	17%
COC(=O)C1=C(C)N(Cc2cccc(C(F)(F)F)c2)C(=NCc2ccc3c(c2)OCO3)NC1CCc1ccccc1 (stereo not drawn)	-25%
CCc1nc(-c2c3n(c(=O)n(Cc4ccc(OC)cc4)c2=O)CCCCC3)no1	8%
CN(C)CCOC(=O)CCc1cc(C(C)(C)C)c(O)c(C(C)(C)C)c1	?
CC(C)C[C@@H]1N[C@H](C(=O)NCc2ccc(F)cc2)Cc2cn(C)c3cccc1c23	24%[176 µM]
FC(F)(F)C(Oc1nc(OC(C(F)(F)F)C(F)(F)F)nc(N2CCOCC2)n1)C(F)(F)F	-1%
CCOc1cc(=O)n2c(c1C(=O)N1CCN(c3ccc(F)cc3)CC1)CCCC2	6%
CC(C)Oc1ccccc1C(C)NC(=O)Cc1cccs1 (stereo not drawn)	18%
CC(=O)NC1(C)CCN(Cc2ccc(-c3cccc(F)c3)cc2)C1 (stereo not drawn)	50µM*
Cc1ccc(CNC(=O)NC(=O)C(F)(F)F)cc1	?
O=S(=O)(O)c1ccc(Nc2ncnc3c2ncn3[C@@H]2O[C@H](CO)[C@@H](O)[C@H]2O)cc1	-6%
CC1CCN(Cc2nnnn2CCCC(=O)N2CCN(CCO)CC2)CC1	12%
O=S(=O)(c1ccc(F)cc1)N1CCCc2nc(-c3ccc(F)cc3)ccc21	-6%
COc1cc2c(cc1OC)C(C)N(S(=O)(=O)c1ccc(Cl)c(Cl)c1)CC2 (stereo not drawn)	-7%
Nc1[nH]c(C(=O)c2ccc(Br)cc2)c(-c2ccncc2)c1C(=O)c1ccccc1	-1%
Cc1cc(C[C@@H]2COC[C@@H]2NC(=O)Cc2c[nH]c(=O)n(C)c2=O)on1	-3%
CC(NC(=O)CNC(=O)OCc1ccccc1)C(=O)NCC(=O)O (stereo not drawn)	?
Cc1cc(=O)[nH]c2sc3c(C(F)(F)F)cc(=O)[nH]c3c12	-21%
C=CCc1ccccc1OCCN(C)Cc1nc(C)ccc1O	74%[activator]
CCOC1=C2CN(S(=O)(=O)c3ccc(C)cc3)C(c3cccc(Cl)c3)CC2N(S(=O)(=O)c2ccc(C)cc2)C(c2ccncc2)C1 (stereo not drawn)	-16%
CC1=C[C@@H](CNCc2ccc(C#N)cc2)[C@H](C(C)C)C[C@H]1Cc1nnc(C(C)(C)C)o1	?
CCCn1c(C)c(CC(=O)N(C)Cc2nnc(C)o2)c2c1CC(C)(C)CC2=O	?
CCOc1ccc2c(n1)CCN(C(=O)NC1CCCC1)C2	16%
OC12CC3CC(C1)CC(NCc1ccc(-c4ccccc4)cc1)(C3)C2	19%
COc1cc(NC(=O)c2cc(S(=O)(=O)N3CCc4ccccc43)cn2C)cc(OC)c1	13%
O=C(CSc1nc2ccccc2o1)Nc1ccc2ccccc2c1	-3%
O=c1n(-c2ccc(F)cc2F)nc2n1CCN(Cc1ccccc1)C2	39%[activator]
Cc1noc(C)c1Cc1c(C(=O)N2C[C@@H](Oc3cccnc3)C[C@H]2C(N)=O)noc1C	20%
O=C(CN1CCN(C(=O)c2cc(-c3ccccc3Cl)n[nH]2)CC1)N1CCCCC1	0%
COc1ccc(F)c(CN2CCC3(CCC(CNC(=O)c4cc(C)nn4C)O3)CC2)c1 (stereo not drawn)	-3%
N#Cc1ccc(CN2C[C@@H]3C[C@H]2C(=O)Nc2ccccc2O3)cc1	12%[176 µM]
C[C@H]1OC(=O)CC[C@@H]2[C@]1(C)CCC1[C@@]2(C)CC[C@@]2(C)C3CC(C)(C)CC[C@]3(CO)CC[C@]12C (stereo partly drawn)	-21%
CC(C)(C)NC(=O)CN1CCCN(C(=O)C2CCN(c3nc4ccccc4o3)CC2)CC1	2%
CN1c2cc(C(=O)NC3CCCCCC3)ccc2C(=O)N2CCCCCC21 (stereo not drawn)	12%
Cc1ccc(Cl)cc1N1CCN(Cc2nc3c([nH]2)c(=O)n(C)c(=O)n3C)CC1	-6%
COc1ccc(-n2c(-c3ccc(F)cc3)cn3c4c(=O)[nH]c(=O)n(C)c4nc23)c(OC)c1	?
Nc1nc2c(c(=O)[nH]1)CCN(C(=O)CC(c1ccccc1)c1ccco1)C2 (stereo not drawn)	68%
O=C(Cc1cccc(F)c1)N1CCC(c2nc(C3CCOCC3)no2)CC1	23%
COCc1cc(=O)n(CC(=O)Nc2cc(OC)ccc2OC)c(N2CCOCC2)n1	42%[activator]
CCCNc1c(NC(=O)COc2ccccc2C)c(=O)oc2ccccc12	?
CN(Cc1csc(-c2ccccc2)n1)C(=O)CC1COCCN1 (stereo not drawn)	?
O=C(c1ccc(Cn2cncn2)cc1)N1CCN(c2ccccc2)CC1	6%
CCc1noc(-c2cn(C3CCCN(C(=O)c4ccc5c(c4)OCO5)C3)nn2)n1 (stereo not drawn)	56%[activator]
Cc1cc(NN=Cc2ccccn2)nc2ccccc12	?

Reprinted from the part before: two entries, followed by the next part.
SMILES	ALOX12 inh
CCc1noc(-c2cn(C3CCCN(C(=O)c4ccc5c(c4)OCO5)C3)nn2)n1 (stereo not drawn)	56%[activator]
Cc1cc(NN=Cc2ccccn2)nc2ccccc12	?
CCc1ccc2oc(=O)cc(-c3oc4ccccc4c3NC(C)=O)c2c1	?
CCn1nc(C(=O)Nc2nc3c(s2)CC(C)CC3)c2ccccc2c1=O (stereo not drawn)	-7%
CCOC(=O)C1=C(C)NC(=O)CC1C(=O)Nc1cc(Cl)cc(Cl)c1 (stereo not drawn)	16µM*
CC(=O)Nc1cccc(-c2n[nH]c3c2CC(=O)N(Cc2ccccc2)C3)c1	-12%[176 µM]
COc1cc(=O)n2c(c1C(=O)N(C)Cc1nonc1C)CCN(Cc1cccc(Cl)c1)CC2	4%
COc1cc(/C=C/C(=O)c2ccc(CC(C)C)cc2)cc(OC)c1O	?
Cc1ccc(CN(CCc2ccccc2)C(=O)c2cccc(C#N)c2)s1	0%
O=C(CSc1nnc(Cc2cccs2)n1C1CCCCC1)N1CCN(c2ccccn2)CC1	?
COc1ccc(-c2cc(-c3nc(-c4ccc(Br)cc4)no3)[nH]n2)c(OC)c1	6%
CCn1c(=O)n(CC)c2cc(Sc3ccccc3)c(NC(=O)c3cccc(OC)c3)cc21	?
CC1(C)CC(=O)C2=C(C1)N(Cc1ccccc1)C(CCC1CCCCC1)=NC2(C(F)(F)F)C(F)(F)F	?
CN1C[C@@H](NC(=O)c2ccc3ccccc3c2)C[C@H]1c1nc(-c2ccc3c(c2)OCO3)no1	-14%

Sorted by value in ALOX12 inh (descending): four from the list above.
SMILES	ALOX12 inh
COc1ccc(-c2cc(-c3nc(-c4ccc(Br)cc4)no3)[nH]n2)c(OC)c1	6%
COc1cc(=O)n2c(c1C(=O)N(C)Cc1nonc1C)CCN(Cc1cccc(Cl)c1)CC2	4%
Cc1ccc(CN(CCc2ccccc2)C(=O)c2cccc(C#N)c2)s1	0%
CCn1nc(C(=O)Nc2nc3c(s2)CC(C)CC3)c2ccccc2c1=O (stereo not drawn)	-7%

Later entries
SMILES	ALOX12 inh
CN(C)C(=O)c1cccc(C(F)(F)F)c1	3%
Cc1ccc([C@@H]2O[C@H](CO)[C@@H](O)[C@H](O)[C@@H]2O)cc1Cc1ccc(-c2ccc(F)cc2)s1	?
CC(Oc1ccc2ccc(=O)oc2c1)C(=O)N(C)Cc1cccc(F)c1 (stereo not drawn)	20%
Cc1ccc(NC(=O)C(C)Nc2ccc3oc(C)nc3c2)c(C)c1 (stereo not drawn)	13%
O=C1CC2(CCCC2)CC(=O)N1CCCCNC[C@H]1COc2ccccc2O1	0%
Cc1cc(Br)ccc1NC(=O)CNC(=O)CCc1ncc(-c2ccccc2F)o1	-25%
CCCN(CC#N)CC(=O)NC1(C#N)CCCCCC1	-7%
CCc1nc2cc(C#N)c(C#N)cc2nc1C	2%
NS(=O)(=O)c1ccc(N/N=C/c2ccc(-c3ccccc3)cc2)c([N+](=O)[O-])c1	-44%
CSc1ccc(CCNC(=O)C2CCCN(c3nn4cc(-c5ccc(F)cc5)nc4s3)C2)cc1 (stereo not drawn)	5%
O=C([C@@H]1C[C@H](F)CN1C(=O)CCCc1ccccc1)N1CCCCC1	38%
CCn1nc(C(=O)Nc2ccccc2C(=O)OC)c2ccccc2c1=O	16%
COC(=O)[C@H](Cc1ccc(OC)cc1)NC(=O)[C@@H]1CN(S(C)(=O)=O)CCN1C(C)=O	1%
Cc1ccc(OC(=O)c2cccc(C(=O)Oc3ccc(C)c(C)c3)c2)cc1C	10%
COCC1CN(C(=O)c2nccn2C)CC12CCNCC2 (stereo not drawn)	7%
O=C(CCc1cccc(Cl)c1Cl)NC1CCN(C2CC2)C1 (stereo not drawn)	?
C=CCNC(c1ccccc1)c1ccccc1	?
Cc1ccc2oc(SCc3noc(CCC(=O)Nc4ccc5ccccc5c4)n3)nc2c1	3%
CCOC(=O)Cc1csc(NC(=O)C2CC(=O)N(c3n[nH]c4ccccc34)C2)n1 (stereo not drawn)	8%
Cc1ccc2cc(C(=O)O)[nH]c2c1	-15%
N#C/C(=C\c1cn(CC(=O)NCc2ccco2)c2ccccc12)C(=O)NC1CC1	-68%
OCC1(CCCc2ccccc2)CCN(Cc2cccc(-n3cccn3)c2)CC1	7%
Cc1cccc(N2CCN(C(=O)c3cccc(NC(=O)C4=CSCCO4)c3)CC2C)c1 (stereo not drawn)	-6%
COc1cccc(-c2cc(C3CCN(C(=O)Nc4cccc(F)c4)CC3)[nH]n2)c1	10%
Cc1ccc(-c2c(C)nn3c2NC(=O)CCC3=O)cc1S(=O)(=O)NCc1ccc(F)cc1	?
CC1=C(C(=O)NCC2Cn3cccc3C(=O)N2Cc2ccccc2)C2(CCCCC2)OC1=O (stereo not drawn)	-2%
c1ccc(CN2CCC[C@H]2c2nc(-c3ccc(N4CCOCC4)nc3)no2)cc1	20%[176 µM]
CC(=O)Nc1cccc(-c2cnc3n[nH]c(-c4ccc5c(c4)OCO5)c3n2)c1	?
COC(=O)N1CCC[C@@]2(CCN(C(=O)Nc3ccc(OC)cc3)C2)C1	-8%[57.4 µM]
COCCCNC(=O)c1nc(-c2ccc3[nH]ccc3c2)no1	-39%
COc1ccc(C(=O)NCC2Cc3cc(C)cc(-c4cc(C(C)=O)ccc4F)c3O2)c(OC)c1OC (stereo not drawn)	6%
CN(C)C(=O)CN(C)c1nc(-c2ccncc2)nc2ccccc12	3%
